RGS4 act – RGS4 potentiators or activators, primary screen, cell-based, HEK293 M3R inducible RGS4, calcium flux; carbachol calcium flux Fluo4; hits give low values; B-score at 10 µM; 0.92% of 310,000 active; AID 463111, 2010;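 active = B-score of the integrated calcium signal more than 4 SD below the library mean, with starting fluorescence not abnormally high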;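 note: negative B-score means reduced calcium response which marks RGS4 activation or potentiation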
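test system = HEK293 cells with stable M3R and inducible RGS4 | schedule = recording 10 s baseline at 1 Hz, 100 s post-agonist | technique = Fluo4-AM (2 µM) calcium-flux fluorescence, kinetic read | measure = Agonist-evoked peak-minus-minimum fluorescence over baseline, integrated ratio, B score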
TRPC6 activator – mouse TRPC6 channel activators, primary screen, cell-based, HEK293, membrane potential dye; HEK293-TRPC6 membrane potential dye fluorescence; hits give high values; 0.13% of 310,000 active; AID 2550, 2010; B-score at 10 µM;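 active = B-score of the integrated fluorescence ratio above library mean plus 3 SD, and starting fluorescence ratio within library mean plus 5 SD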;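 note: higher score means more depolarization so channel activation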
MrgX1 agonist – agonists of human MrgX1 receptor, primary screen, HEK293 cells, Fluo-4 calcium flux. Fluo-4 calcium fluorescence, agonist mode; hits give high values. B-score at 10 µM. AID 588627, 2011. Mas-related G-protein coupled receptor member X1 (Homo sapiens), Q96LB2. 0.44% of 310,000 active;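 active = calcium response B-score plate-corrected fluorescence ratio at least 3 library SD, with starting fluorescence B-score inside 5 SD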
Target sequence (Q96LB2 whole entry, looked up): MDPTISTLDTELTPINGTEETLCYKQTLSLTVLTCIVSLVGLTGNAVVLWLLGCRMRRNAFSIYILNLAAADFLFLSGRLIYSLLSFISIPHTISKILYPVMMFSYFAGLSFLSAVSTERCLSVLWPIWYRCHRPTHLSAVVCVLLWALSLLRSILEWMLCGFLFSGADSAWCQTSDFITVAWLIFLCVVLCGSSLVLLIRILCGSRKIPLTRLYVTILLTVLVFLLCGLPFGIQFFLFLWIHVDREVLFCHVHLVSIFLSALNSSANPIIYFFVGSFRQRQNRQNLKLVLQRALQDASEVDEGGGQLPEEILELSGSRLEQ
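Material – MrgX1-expressing HEK293 cells · Input – 15,000 cells seeded per well · Dosing – compound as first of three additions · Times – overnight seeding, then 1 h dark dye loading · Measured by – kinetic Fluo-4 NW fluorescence of intracellular calcium · Read-out – B-scored fluorescence response ratio · Benchmarks – positive and negative control wells on each plate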
MrgX1 PAM – positive allosteric modulators of MrgX1, primary screen, HEK293 cells, Fluo-4 calcium flux. Mas-related G-protein coupled receptor member X1 (Homo sapiens), Q96LB2. FDSS; hits give high values. B-score at 10 µM. 0.63% of 310,000 active;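 active = plate-corrected calcium response at least 3 library SD above typical, normal starting fluorescence, not activating the receptor alone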;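 note: compound read alongside a low EC10 to EC30 dose of BAM8-22 agonist; peak minus trough fluorescence over baseline measured at the second addition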
RGS4 inh – RGS4 inhibitors, primary screen, cell-based, HEK293 M3R inducible RGS4, calcium flux; Regulator of G-protein signaling 4 (Homo sapiens), P49798; Fluo-4 calcium flux; hits give high values; triggered by carbachol at its EC20; AID 463165, 2010; B-score at 10 µM; 0.45% of 310,000 active;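 active = B-score, a plate-corrected calcium signal, over three deviations above library mean, with baseline fluorescence within five deviations of library mean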;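 note: RGS4 expression induced by doxycycline in cells with stable M3 receptor; B-score is computed from the integrated fluorescence ratio over baseline after carbachol; higher B-score means a larger calcium signal and so more RGS4 inhibition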
Target sequence (P49798 whole entry, looked up): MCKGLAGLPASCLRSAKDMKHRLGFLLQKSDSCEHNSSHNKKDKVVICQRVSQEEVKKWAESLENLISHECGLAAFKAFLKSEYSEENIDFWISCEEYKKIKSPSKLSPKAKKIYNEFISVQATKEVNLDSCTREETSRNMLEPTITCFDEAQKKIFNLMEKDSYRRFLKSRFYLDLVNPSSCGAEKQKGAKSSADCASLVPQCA
HIF act – HIF pathway transcriptional activators, primary screen, cell-based, U2OS HRE-luciferase, luminescence; U2OS HRE-luciferase reporter; normalized: DMSO 0%, desferrioxamine 100%; activation, % at 7.5 µM (by protocol); 0.32% of 300,000 active; AID 1910, 2009;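 active = mean activation of at least 10% of the iron chelator positive control signal, with at least half of replicates also reaching 10%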
MrgX1 antagonist – antagonists of human MrgX1 receptor, primary screen, HEK293 cells, Fluo-4 calcium flux; Mas-related G-protein coupled receptor member X1 (Homo sapiens), Q96LB2; 1.3% of 310,000 active; AID 588676, 2011; B-score at 10 µM; BAM8-22 antagonism; hits give low values;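 active = calcium-response B-score plate-corrected more than 3 library SD below zero, starting fluorescence within 5 deviations, no agonist response on first addition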;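 note: peak minus trough fluorescence over baseline after final BAM8-22 challenge near maximal dose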
TRPC6 inh – mouse TRPC6 channel inhibitors, primary screen, cell-based, HEK293, membrane potential dye. Short transient receptor potential channel 6 (Mus musculus), Q61143. ACh-evoked depolarization; hits give low values. B-score at 10 µM. 1.1% of 310,000 active;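 active = B-score under library mean minus 3 SD, initial fluorescence not abnormally high, positive integrated signal ratio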;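 note: B-score derived from integrated fluorescence ratio over the kinetic read; more negative B-score means stronger inhibition of depolarization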
SKKanGAS inh – S. pyogenes SKKanGAS growth inhibitors in kanamycin, primary screen, streptokinase expression inhibitor project, SKKanGAS strain, BacTiter-Glo luminescence. 6 h. inhibition, % at 7.5 µM. 1.3% of 300,000 active. AID 1662, 2009;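 active = mean replicate score, as percent of positive control median, at least 50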;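 note: strain carries kanamycin resistance gene driven by streptokinase promoter and grows in 40 µg/ml kanamycin; loss of luminescence reflects streptokinase promoter inhibition or plain growth inhibition; 0% = median of DMSO wells and 100% = positive control at its reference dose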
TRPC4 block – inhibitors of mouse TRPC4 channel, primary screen, Fluo4 calcium, HEK293 TRPC4beta/mu-opioid cells; Short transient receptor potential channel 4 (Mus musculus), Q9QUQ5; DAMGO-evoked Fluo4 calcium flux; hits give low values; B-score at 10 µM; 0.39% of 300,000 active;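 active = B-score over 3 SD under the library average, no early fluorescence shift, positive overall ratio signal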
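System: stable TRPC4beta/mu-opioid receptor HEK293 cells; Dosing: single-point compound dosing; Measured by: Fluo4 Ca2+ flux fluorescence; Read-out basis: per-well B score of integrated baseline-normalized Fluo4 ratio.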
Platelet DG rel – inhibitors of platelet dense granule secretion, primary screen, cell-based, MLPCN, human platelets; human platelet-rich plasma, SFLLRN dense granule ATP release, luminescence; inhibition, %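 (compounds screened at 7.5 µM in platelet-rich plasma)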; 0.22% of 300,000 active;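 active = mean replicate score, as percent of positive control, at or above 50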
* = called active by the depositor; i = inactive; . = not tested or not shown. Compounds were not picked by outcome, and some 6.1% of all compounds hit somewhere here.

SMILES	RGS4 act	TRPC6 activator	MrgX1 agonist	MrgX1 PAM	RGS4 inh	HIF act	MrgX1 antagonist	TRPC6 inh	SKKanGAS inh	TRPC4 block	Platelet DG rel
COC(=O)[C@]1(CC(C)C)N[C@H](c2ccc(-c3ccc(F)cc3)cc2)[C@@H]2C(=O)N(C)C(=O)[C@@H]21	i	i	i	i	i	-0.4	i	i	6.4	i	-1.5
NC(=S)NN=C1c2cc(S(=O)(=O)N3CCOCC3)ccc2-c2ccc(S(=O)(=O)N3CCOCC3)cc21	i	i	i	i	i	-0.8	i	i	13.0	i	0.6
CCOc1ccccc1CNC(=O)c1ccc(NC(=O)C2=CSCCO2)cc1	i	i	i	i	i	2.3	i	i	-2.5	i	-0.7
COC(=O)C(Cc1cccc(C)n1)(c1ccccc1)c1ccccc1	i	i	i	i	i	-0.1	i	i	6.9	-7*	-6.1
CNc1nc(-c2ccc(OC)cc2)c(-c2ccc(OC)cc2)s1	i	i	i	i	i	-0.1	i	i	20.2	i	-9.8
CC(C)OCCCn1c(=N)c(C(N)=S)cc2c(=O)n3ccccc3nc21	i	i	i	i	i	-0.7	i	-7.62*	-4.7	i	7.4
COC(=O)c1ccc(C2=NOC(C)(c3nnc(-c4cccc(Cl)c4)o3)C2)cc1 (stereo not drawn)	i	i	i	i	i	-3.1	i	i	2.0	i	-1.5
Cc1ccc(-c2nc(CS(=O)(=O)CC(=O)N3CC(C)CC(C)C3)c(C)o2)cc1 (stereo not drawn)	i	i	i	i	i	0.0	i	i	-4.1	i	-6.3
CCSc1ccccc1C(=O)NCc1ccc2c(c1)OCO2	i	i	i	i	i	0.0	i	i	-1.4	i	13.0
O=c1c2ccccc2nc2ccc(NCc3cccs3)nn12	i	i	i	i	i	3.0	i	i	7.8	i	2.8
N#CCO/N=C(\c1ccccc1)c1ccncc1	i	i	i	i	i	-0.5	i	i	0.1	i	-2.8
Nc1nnnn1/N=C/c1cccc(OCc2ccccc2Cl)c1	i	i	i	i	i	0.9	i	i	-12.3	i	-13.9
O=S(=O)(Nc1ccc2ccccc2c1)c1ccccc1	i	i	i	i	i	0.6	i	i	33.7	i	0.3
CC1(C)CC(=O)C2=C(C1)Nc1cc(C(=O)c3ccccc3)ccc1NC2c1ccccn1 (stereo not drawn)	i	i	i	i	i	0.7	i	i	8.5	i	-9.6
CCOc1ccc(N(CC(=O)NC2CCCCC2)C(=O)CCCC(=O)Nc2ccccn2)cc1	i	i	i	i	i	0.4	i	i	0.3	i	-0.4
COc1ccc(Nc2cc(=O)n(C3CCCCC3)c(=O)[nH]2)c(OC)c1	i	i	i	i	i	-0.3	i	i	13.0	i	16.1
CCCCCC(=O)Nc1cc(S(=O)(=O)N2CCOCC2)ccc1N1CCCC1	i	i	i	i	i	-0.9	i	i	-7.3	i	-2.6
c1ccc(Cc2nc3ccccc3[nH]2)cc1	i	i	i	i	i	0.4	i	i	-7.8	i	-1.5
COc1ccc(NC(=O)C(C)N2C(=O)C3CC=C(Cl)CC3C2=O)cc1 (stereo not drawn)	i	i	i	i	i	-0.6	i	i	1.3	i	-4.8
COc1ccc(CCCc2n[nH]c(=S)o2)c(C)c1	i	i	i	i	i	-0.3	i	i	4.5	i	-5.8
Cc1cccc(Nc2nnc(SC3CCOC3=O)s2)c1C (stereo not drawn)	i	i	i	i	i	-0.6	i	i	-5.0	i	1.7
CC(=O)c1nn(-c2ccccc2)cc1C(=O)c1ccc(C)cc1	i	i	i	i	i	1.9	i	i	0.9	i	13.2
CC(=O)NC(NC(=S)Nc1cccc(Br)c1)C(Cl)(Cl)Cl (stereo not drawn)	i	i	i	i	i	0.1	i	i	2.6	i	10.5
CC(C)(C)N=C1NN=C(c2cc3ccccc3o2)CS1	i	i	i	i	i	0.6	i	i	10.5	i	-8.0
O=C(Nc1cccc(C(F)(F)F)c1)NC1CCCCC1	i	i	i	i	i	0.7	i	i	-3.3	i	-7.8
CC(C)OC(=O)CSc1nnc(-c2ccccn2)n1C	i	i	i	i	i	0.6	i	i	7.7	i	0.7
CCc1ccc(C(=O)NNc2ccc(Cl)cc2)cc1	i	i	i	i	i	0.3	i	i	5.5	i	17.4
c1ccc(C2=Nc3c(ccc4ccccc34)C(c3ccncc3)=NN2)cc1	i	i	i	i	i	.	i	i	.	i	.
COc1ccc(CCNS(=O)(=O)c2c(C)[nH]c(C)c2C(=O)N2CCCCC2)cc1OC	i	i	i	i	i	-0.2	i	i	-6.5	i	6.3
O=C(N/N=C/c1cccc2ccccc12)C(=O)N1CCCC1	i	i	i	i	i	2.1	i	i	-3.6	i	-7.8
CCc1cc(OCCOCCN(C)C)ccc1Cl	i	i	i	i	i	-0.7	i	i	5.3	i	-0.6
c1cc2c3c(cccc3c1)NC1(CCCCC1)N2	i	i	i	i	i	-0.3	i	i	3.2	i	10.7
O=C(COC(=O)/C=C/c1cccc(Br)c1)NCCc1ccccc1	i	i	i	i	i	0.0	i	i	-3.0	i	2.2
O=C(O)C1CCCCC1C(=O)Nc1ccc(S(=O)(=O)N2CCCC2)cc1 (stereo not drawn)	i	i	i	i	i	0.0	i	i	-2.9	i	0.1
COc1ccc(C(=O)COC(=O)c2cc([N+](=O)[O-])ccc2N2CCOCC2)c(OC)c1	i	i	i	i	i	-0.4	i	i	-3.5	i	2.4
O=C(NCC1CCCO1)c1ccc(Cn2c(=S)[nH]c3ccccc3c2=O)cc1 (stereo not drawn)	i	i	i	i	i	-0.1	i	i	12.3	i	7.5
Cc1ccccc1OCC(=O)NCCC(=O)O	i	i	i	i	i	-0.2	i	i	-4.9	i	4.9
COc1ccc(NC(=O)CCc2nnc3ccc(N4CCC5(CC4)OCCO5)nn23)cc1	i	i	i	i	i	-0.1	i	i	3.2	i	-4.0
N#Cc1ccc(-n2nnc3ccccc3c2=O)c([N+](=O)[O-])c1	i	i	i	i	i	0.1	i	i	10.4	i	13.6
COCCn1c(SCC(=O)c2ccccc2)nc2ccccc2c1=O	i	i	i	i	i	0.2	i	i	-8.1	-7*	1.3
Cc1cc(SCC(=O)Nc2cccc(S(=O)(=O)NC3=NCCCCC3)c2)c(C)cc1Br	i	i	i	i	i	-0.4	i	i	-7.9	i	-3.3
O=C(CCN1C(=O)c2ccccc2C1=O)Oc1ccc2ccccc2c1	i	i	i	i	i	-0.4	i	i	-7.0	i	-4.3
COc1ccc(CN2CCNC(=O)C2CC(=O)NC2CCCC2)c(OC)c1 (stereo not drawn)	i	i	i	i	i	54.6*	i	i	3.2	i	-1.7
COc1ccc(OCc2cc(C(=O)NCCN3CCCc4ccccc43)no2)c(Cl)c1	-7.47*	i	i	i	i	0.3	i	i	10.6	i	-4.7
COc1ccc(C(c2nnnn2CC2CCCO2)N2CCN(c3ccccc3)CC2)cc1 (stereo not drawn)	i	i	i	i	i	-0.4	i	i	0.8	i	-6.0
Cc1ccc(S(=O)(=O)N2CCC(C(=O)N[C@H](C(=O)NCC3CCCO3)C(C)C)CC2)cc1 (stereo partly drawn)	i	i	i	i	i	-0.5	i	i	-2.1	i	-1.9
CCCC1=[N+](CC(=O)c2ccccc2)CCn2cccc21	i	i	i	i	i	0.0	i	i	13.7	i	-5.9
CCOC(=O)c1cccc(NC(=O)CSc2nnc(COc3ccccc3C)o2)c1	i	i	i	i	i	-0.3	i	i	2.8	i	-1.7
COc1cccc(CN2CCNC(=O)C2CC(=O)NCCOc2cccnc2)c1 (stereo not drawn)	i	i	i	i	i	-0.2	i	i	5.8	i	1.7
Cc1cccc(NC(=S)NNC(=O)c2ccc(O)cc2O)c1C	i	i	i	i	i	-0.3	i	i	3.4	i	-7.2
More records follow.
SMILES	RGS4 act	TRPC6 activator	MrgX1 agonist	MrgX1 PAM	RGS4 inh	HIF act	MrgX1 antagonist	TRPC6 inh	SKKanGAS inh	TRPC4 block	Platelet DG rel
COc1cccc(-c2cc(C(=O)NC3CCCC3)c3ccccc3n2)c1	i	i	i	i	i	0.4	i	i	2.2	i	10.4
Cc1cc(Br)ccc1SCC(=O)OC/C(O)=C(\C#N)c1nc2ccccc2[nH]1	i	i	i	i	i	-0.2	i	i	14.6	i	-2.9
Cc1cccc(CNC(=O)C2CCC(=O)N(C3CCCC3)C2)c1 (stereo not drawn)	i	i	i	i	i	0.0	i	i	10.9	i	-8.2
CCN(CC)CCNC(=O)CN1C(=O)COc2ccc(S(=O)(=O)N3CCOCC3)cc21	i	i	i	i	i	0.3	i	i	-3.2	i	-2.4
Cc1cc(=O)[nH]c(SCC(=O)N2CCN(S(=O)(=O)c3ccccc3)C2)n1	i	i	i	i	i	0.2	i	i	-17.2	i	-3.0
Cn1c(=O)c2c(-c3ccccc3)n(Cc3cccnc3)cc2n(C)c1=O	i	i	i	i	i	-0.1	i	i	1.9	i	4.6
O=C1C2C3C=CC(C3)C2C(=O)N1c1ccc2ccccc2n1 (stereo not drawn)	i	i	i	i	i	0.0	i	i	-0.8	i	-5.3
COC(=O)c1cccc(S(=O)(=O)N2CCCC2)c1	i	i	i	i	i	-0.5	-5.86*	i	-3.3	i	-3.3
CCC(c1nnnn1Cc1ccc(F)cc1)N(CCCO)Cc1cc2cc3c(cc2[nH]c1=O)OCO3 (stereo not drawn)	i	i	i	i	i	-0.7	i	i	1.7	i	31.0
O=C(O)Cn1nnnc1SCC(=O)Nc1ccccc1F	i	i	i	i	i	-0.5	i	i	-0.9	i	7.9
COc1ccc(C2CC(=O)C(CS(=O)(=O)c3ccccc3)C(=O)C2)cc1 (stereo not drawn)	i	i	i	i	i	-0.2	i	i	-0.6	i	-1.4
COc1ccc(C(=O)N/N=C2/SCC(=O)N2Cc2ccc3c(c2)OCO3)cc1OC	i	i	i	i	i	0.9	i	i	-3.0	i	-9.0
O=C(COC(=O)Cc1ccc(F)cc1)Nc1ccc2[nH]c(=O)[nH]c2c1	i	i	i	i	i	0.4	i	i	-5.9	i	-0.5
